# Source: PubChem
# KinaseGlo FLuc = blocks Kinase-Glo luciferase, a counter-screen artifact | Potency, µM (doses to about 38.3 µM), inactives show at the highest dose activity change, negative = inhibition, actives largely listed as inhibitors | Kinase-Glo luciferase, ATP luminescence, 8 min | 200,000 tested, 0.28% active | AID 1379 | Q27757; note: potency is the fitted concentration of half-maximal effect; % is set by controls: 0 for no effect and ±100 for the full control effect; nearly all actives have a fitted effect of over 60% in size
#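 Light output from Kinase-Glo luciferase with luciferin and 10 uM ATP in 50 mM imidazole pH 7.2, KCl, MgCl2, Tween 20, BSA; compound pin-delivered, 8-min ambient incubation, then luminescence read.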
# IMPase Li cell = membrane-permeable IMPase blocker, potentiated with lithium. 210,000 tested, 0.35% active. Potency, µM (top dose mostly 59.4 µM), without a hit: at the highest dose activity, negative = IMPase inhibition, usual class: inhibitors. CHO-M1 cells, IP1 TR-FRET (IP-One), carbachol + lithium. AID 1457;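 note: IP1 builds up when IMPase is blocked and the TR-FRET signal falls; potency is the fitted concentration of half-maximal effect; plate controls were basal vehicle for no effect and high inhibitor control for full effect; nearly all actives have a fitted effect of over 50% in size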
#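 Steps: plate 2000 CHO-M1 cells per well and culture 16–30 h; add compound and lithium; incubate 30 min, 37C; add d2-IP1 tracer and Eu cryptate anti-IP1 antibody in lysis buffer; read after 10 min at room temperature.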
# Epigenetic derep = epigenetic control regulation, reporter derepression; murine LDR cells, GFP reporter derepression, 30 h; Potency, µM (doses to about 53.9 µM), for inactives: at the top dose GFP activation, actives largely listed as activators; 280,000 tested, 0.2% active; note: potency is the fitted concentration of half-maximal effect; % of control where 0% means no effect; nearly all actives have a fitted effect of over 60% in size
#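 Murine LDR cells carrying a silenced, genomically integrated CMV-driven GFP reporter were exposed to compound for 30 hours at 37 C. After PBS washes, GFP-positive cells (20–120 um objects) were counted by laser-scanning microplate cytometry.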
# HttQ103 aggreg = inhibitors of mutant huntingtin aggregate formation in PC12 cells; 220,000 tested, 1.1% active; AID 1688; PC12 HttQ103-GFP aggregates, Acumen cytometry, 40 h; Potency, µM (top dose mostly 46.1 µM), for inactives: at the highest dose activity change, negative = inhibition, most hits filed as inhibitors; note: potency is the fitted concentration of half-maximal effect; % is set by controls: 0 for no effect and ±100 for the full control effect; nearly all actives have a fitted effect of over 60% in size
#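 Quantitative HTS on tebufenozide-induced (100 nM) PC12 cells stably expressing polyQ103 Huntingtin exon 1–GFP. Reduction of bright GFP aggregates, detected by laser scanning cytometry after lysis, identified actives across the titration.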
# NPSR antagonist = blocks cAMP signaling of the human neuropeptide S receptor | Q6W5P4 | CHO-NPSR cells, cAMP TR-FRET, antagonist mode | Potency, µM (titrated, usually from 38.3 µM), for inactives: at the highest dose activity change, negative = inhibition, most hits filed as inhibitors | 220,000 tested, 1% active; note: potency is the fitted concentration of half-maximal effect; % is set by controls: 0 for no effect and ±100 for the full control effect; nearly all actives have a fitted effect of over 50% in size; many of its hits are not listed in these tables
# Target sequence (Q6W5P4 whole entry, looked up): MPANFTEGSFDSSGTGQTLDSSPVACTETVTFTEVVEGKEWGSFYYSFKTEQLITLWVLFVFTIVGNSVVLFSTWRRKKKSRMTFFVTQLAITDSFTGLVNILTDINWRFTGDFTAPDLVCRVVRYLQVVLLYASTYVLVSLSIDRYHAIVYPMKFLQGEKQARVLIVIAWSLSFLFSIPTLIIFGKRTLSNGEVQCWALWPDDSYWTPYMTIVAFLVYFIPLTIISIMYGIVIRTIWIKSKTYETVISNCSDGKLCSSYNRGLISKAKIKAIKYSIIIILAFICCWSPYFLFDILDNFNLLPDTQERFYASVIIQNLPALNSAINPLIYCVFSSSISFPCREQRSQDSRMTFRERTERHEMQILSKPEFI
# L3MBTL1 inh = L3MBTL1 (human) inhibition | Q9Y468 | AlphaScreen L3MBTL1–H3K9me1 peptide binding | Potency, µM (top dose mostly 57.1 µM), for the others: at the top dose activity, negative = inhibition, actives largely listed as inhibitors | 230,000 tested, 0.66% active | AID 485360; note: potency is the fitted concentration of half-maximal effect; % is set by controls: 0 for no effect and ±100 for the full control effect; nearly all actives have a fitted effect of over 60% in size
#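 AlphaScreen assay: L3MBTL1 (50 nM final) was preincubated 30 min at room temperature with biotinylated H3(1-15)K9me1 peptide (75 nM final), then 30 min with library compounds; streptavidin donor and nickel chelate acceptor beads (10 ug/mL final) added, 30 min dark.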
# CBFb RUNX1 block = blocks binding between human CBF-beta and RUNX1; Q01196+Q13951; AlphaScreen CBFb-His/RUNX1-biotin binding, biochemical; Potency, µM (highest dose often 59.8 µM), without a hit: at the highest dose activity, negative = inhibition, most hits filed as inhibitors; 230,000 tested, under 10 active; note: % of control where 0% means no effect
# Target sequence (Q01196 whole entry, looked up): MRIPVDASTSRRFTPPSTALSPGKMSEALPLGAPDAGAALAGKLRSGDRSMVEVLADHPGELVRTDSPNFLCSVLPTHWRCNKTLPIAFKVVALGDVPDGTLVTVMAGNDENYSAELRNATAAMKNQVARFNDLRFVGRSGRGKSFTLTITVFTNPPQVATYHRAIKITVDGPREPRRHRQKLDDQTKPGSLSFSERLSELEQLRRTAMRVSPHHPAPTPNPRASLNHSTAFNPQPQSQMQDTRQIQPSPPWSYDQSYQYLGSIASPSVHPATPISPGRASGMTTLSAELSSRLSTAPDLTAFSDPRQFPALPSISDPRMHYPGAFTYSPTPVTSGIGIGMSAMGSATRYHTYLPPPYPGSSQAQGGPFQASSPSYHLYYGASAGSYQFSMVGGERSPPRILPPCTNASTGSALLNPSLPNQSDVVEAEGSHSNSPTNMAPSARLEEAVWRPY
# Target sequence (Q13951 whole entry, looked up): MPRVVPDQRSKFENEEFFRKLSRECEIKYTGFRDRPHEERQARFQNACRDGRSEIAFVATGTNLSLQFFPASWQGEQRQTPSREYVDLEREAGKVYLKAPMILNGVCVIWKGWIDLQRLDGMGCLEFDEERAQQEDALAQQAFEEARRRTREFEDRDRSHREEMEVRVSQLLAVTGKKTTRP
#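 Interaction loss through any mechanism counts as activity. Pre-formed complex of His-CBF-beta and biotin-RUNX1 (30 nM apiece) is incubated with compound 15 min, then with 50 ng nickel and 50 ng streptavidin beads for 90 min before AlphaScreen detection.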
# An asterisk follows results filed as active; ? = inconclusive; . = not tested or not shown; [ ] = dose if it differs, or a comment. Calls come from the whole dose curve; as a rule, active = well fitted curve in the direction sought with a large enough effect; inconclusive = small, poorly fitted or top-dose-only effect, or another doubt; inactive = no such curve, though single readings can be large; an effect the other way counts as inactive or inconclusive. Not all compounds are listed, so the mix of outcomes need not match the whole.
SMILES	Epigenetic derep	CBFb RUNX1 block	HttQ103 aggreg	L3MBTL1 inh	IMPase Li cell	NPSR antagonist	KinaseGlo FLuc
O=C(NC[C@@H](O)CO)c1c(I)c(C(=O)NC[C@@H](O)CO)c(I)c(N(CCO)C(=O)CO)c1I	1.0%[16.9 µM]	12%[21.7 µM]	-10%[20.6 µM]	.	-8%	.	3%[17.1 µM]
COc1c([N+](=O)[O-])c(=O)oc2ccccc12	-3.2%	22%	5%	7%	-4%	0%	-3%
N#Cc1c(-c2cccc(Br)c2)cc(-c2cccnc2)nc1N	?	-7%	-2%	29%	?	-29%	-6%
CSc1ccc(CN2CCC(C(=O)NCc3ccc(C)cc3)CC2)cc1	-0.3%	-16%	0%[9.22 µM]	-22%	13%	3%	1%
CCOC(=O)c1c(NC(=O)CN2CCN(c3ccc(Cl)cc3)CC2)sc(C)c1C	-0.2%	7%	9%	2%	7%[38.3 µM]	1%[46.1 µM]	-3%
CC1CCN(C(=O)C2CCN(CC(C)c3ccccc3)CC2)CC1 (configuration not stated)	1.0%	-1%	2%	0%	3%	-13%[46.1 µM]	-2%
O=C(COc1nc2ccccc2nc1N1CCOCC1)N1CCc2ccccc21	-0.9%	0%	4%	1%	-10%[38.3 µM]	?	-2%
O=C(COc1ccc(Cl)cc1Cl)NCC(=O)N/N=C/c1c[nH]c2ccccc12	-1.3%	-14%	20%	0%	0%	2%	-2%
Cc1c(-c2ccccc2)oc2c(C(=O)OCCN3CCCCC3)cccc2c1=O	-1.1%[16.9 µM]	-14%[21.7 µM]	2%[20.6 µM]	.	8%	.	0%[17.1 µM]
CCOc1ccc(C(=O)c2ccc(OCC)c(N)c2)cc1N	4.6%	3%	3%	-5%	-1%[38.3 µM]	-11%[46.1 µM]	1%
Cn1c(=O)c2c(nc(Sc3nc4ccccc4n3CC(=O)N3CCCCC3)n2C)n(C)c1=O	-0.7%	-5%	-16%	-5%	-19%[38.3 µM]	5%[46.1 µM]	-1%
CN(CC(=O)Nc1ccc(F)cc1)C(=O)COc1ncnc2ccccc12	5.9%	3%	-4%[9.22 µM]	-11%	.	4%	.

SMILES	Epigenetic derep	CBFb RUNX1 block	HttQ103 aggreg	L3MBTL1 inh	IMPase Li cell	NPSR antagonist	KinaseGlo FLuc
CCCCNc1cc(=O)oc2ccccc12	-2.2%	-1%	-29%	4%	-2%[38.3 µM]	0%[46.1 µM]	1%
Cc1ccc(S(=O)(=O)/N=C(\Nc2cccc(C)c2)Nc2nc(C)cc(C)n2)cc1	0.0%	5%	33%	0%	-8%	-25%	-2%
O=C(O)CCC(=O)OCC1CCCO1 (configuration not stated)	-1.0%	7%	-8%	.	-7%[38.3 µM]	-1%[46.1 µM]	-2%
Cc1c(C#N)c(NC(=O)c2cccc(Cl)c2)n(Cc2ccccc2)c1C	8.1%	5%	4%	3%	18%	-14%[46.1 µM]	4%
CCCc1nc2ccccc2c2nc(N)nn12	-1.9%	10%	-5%	1%	-18%[38.3 µM]	-30%[46.1 µM]	-2%
COCCNC(=O)CCCCCN1C(=O)CCC1=O	0.9%	6%	?	-11%	-3%	19%[46.1 µM]	15%
COc1ccc(C(C(=O)NC2CCCC2)N(C(=O)c2snc(-c3ccc(F)cc3)c2N)c2ccc(OC)cc2)cc1 (configuration not stated)	-1.0%	-4%	10%	0%	-22%[38.3 µM]	-8%[46.1 µM]	-1%
Cc1nnc2n(Cc3ccccc3)c(=O)c3c4c(sc3n12)CN(Cc1ccccc1)CC4	?	-19%	-10%	-5%	-9%[38.3 µM]	0%[7.67 µM]	-3%
COc1ccc(C(=O)NC(=S)Nc2nc(C)cc(C)n2)cc1Br	-1.1%	5%	-19%[9.22 µM]	.	.	-6%	.
Cc1cc(C(=O)N2CCN(C(=O)C3CCCO3)CC2)no1 (configuration not stated)	-0.7%	0%	5%	-1%	10%[38.3 µM]	7%[46.1 µM]	-5%
COC(=O)c1ccc(Oc2cc(C)nc(Cl)n2)cc1	-2.3%	-3%	6%[9.22 µM]	3%	3%	9%	2%
COCC(=O)OCC(=O)Nc1cc([N+](=O)[O-])ccc1Cl	-1.1%	-8%	-13%	29%	16%	21%	-1%

# Brought forward from above: two entries; new compounds follow.
SMILES	Epigenetic derep	CBFb RUNX1 block	HttQ103 aggreg	L3MBTL1 inh	IMPase Li cell	NPSR antagonist	KinaseGlo FLuc
COC(=O)c1ccc(Oc2cc(C)nc(Cl)n2)cc1	-2.3%	-3%	6%[9.22 µM]	3%	3%	9%	2%
COCC(=O)OCC(=O)Nc1cc([N+](=O)[O-])ccc1Cl	-1.1%	-8%	-13%	29%	16%	21%	-1%
Cc1ccc(CS(=O)(=O)CCC(=O)NCCCOC(C)C)cc1	-2.2%	-1%	-13%	-5%	-2%[38.3 µM]	-7%[46.1 µM]	-4%
C=C(C)Cn1c(CNC(C)=O)nc2ccccc21	-1.0%	-2%	5%	54%[activator]	-1%	-5%[46.1 µM]	-1%
CCC(=O)c1ccccc1OCC(=O)Nc1c(C)cccc1C	0.9%	1%	6%	4%	18%	-6%	4%
Cc1n[nH]c(=O)n1-c1ccc(C(C)C)cc1	-3.8%	11%	1%	.	-8%	1%	1%
Cn1c(=N)n(CC(O)c2ccco2)c2ccccc21 (configuration not stated)	-0.8%	5%	9%	-2%	-4%[38.3 µM]	0%[46.1 µM]	0%
O=C1NC(=O)/C(=C\c2ccccc2OCc2cccc([N+](=O)[O-])c2)N1	0.0%	2%	10%	0%	-1%	-10%	1%
Nc1nnc(SCC(=O)Nc2ccc(S(=O)(=O)N3CCOCC3)cc2)s1	-0.1%	5%	15%	.	27%[38.3 µM]	0%[46.1 µM]	-2%
O=C1CC(c2ccccc2)CC(O)=C1C=NC1CCCCC1 (configuration not stated)	1.0%	0%	-6%	10%	.	-18%[46.1 µM]	.
C=CCc1ccccc1OCC(O)CN1CCN(c2ccccc2F)CC1 (configuration not stated)	-0.1%	5%	7%	7%	-5%[38.3 µM]	-10%[46.1 µM]	1%
O=C(NCc1ccc2c(c1)OCO2)C(C(=O)c1ccccc1)n1cc(Cl)ccc1=O (configuration not stated)	-1.0%	-2%	12%	0%	-2%	2%	2%
O=C(O)c1ccccc1C(=O)N1CCN(C(=O)c2ccccc2Cl)CC1	1.1%	3%	5%	.	-13%	24%	5%
Cc1ccc(NC(=O)CCOc2ccccc2)cc1S(=O)(=O)Nc1ccccc1Cl	-3.2%	20%	-2%	2%	4%	-39%	2%

SMILES	Epigenetic derep	CBFb RUNX1 block	HttQ103 aggreg	L3MBTL1 inh	IMPase Li cell	NPSR antagonist	KinaseGlo FLuc
COc1ccc2cc(CCNC(=O)c3ccc(Br)o3)c(=O)[nH]c2c1	0.0%	10%	-2%	-4%	9%[38.3 µM]	-5%[46.1 µM]	-2%
CCCCC1N2CC3([N+](=O)[O-])CN1CC([N+](=O)[O-])(C2)C3(C)C (configuration not stated)	-1.0%	-6%	-4%	-1%	-5%	8%	2%
CCc1nnc(NC(=O)C(CC)CC)s1	0.0%	-2%	-16%[9.22 µM]	.	.	10%	.
CCOC(=O)C1(Cc2ccc(OC)cc2)CCN(C(=O)c2ccoc2C)CC1	-3.5%	5%	24%	?	12%	-10%	-3%
O=C(CSc1nnc2c(n1)[nH]c1ccc(F)cc12)N1CCOCC1	-0.6%	3%	2%	11%	-3%	2%	3%
Cc1ccc(C)c2[nH]c(=O)c(CN(Cc3ccco3)C(=S)NCC3CCCO3)cc12 (configuration not stated)	0.1%	4%	18%[9.22 µM]	-20%	23%	45%	-3%
CCOc1ccccc1NC(=O)C1CCCN1C(=O)OCc1ccccc1 (configuration not stated)	-2.1%	9%	8%	32%[activator][11.4 µM]	24%[38.3 µM]	-11%[46.1 µM]	-1%
Cc1nc2cc(C(=O)OCC(=O)Nc3cccc(Cl)c3)ccc2n1-c1ccccc1	-0.9%	-6%	5%	-9%	.	-7%[46.1 µM]	.
O=C(NCC1CCCO1)c1ccc(Cn2c(=S)[nH]c3ccccc3c2=O)cc1 (configuration not stated)	0.0%	-1%	-18%	.	2%	0%	2%
CC1(C)C(=O)OC(c2cc(Br)ccc2O)C(C)(C)C1=O (configuration not stated)	0.0%	-10%	-4%	-11%	2%	-1%[46.1 µM]	-1%
NC(=O)CC(NC(=O)Cc1cccc2ccccc12)c1ccc(NC2CCCCCC2)c([N+](=O)[O-])c1 (configuration not stated)	0.0%	4%	12%[9.22 µM]	.	.	1%	.
COc1ccccc1N1CCN(c2cnccn2)CC1	-3.2%	-4%	-5%	?	-6%	0%	-1%

SMILES	Epigenetic derep	CBFb RUNX1 block	HttQ103 aggreg	L3MBTL1 inh	IMPase Li cell	NPSR antagonist	KinaseGlo FLuc
CCCCCC/C=C/c1ccc([C@H]2[C@H]3C=CC[C@@H](C)[C@@H]3C(=O)N2Cc2ccccc2)c(F)c1	-2.3%	16%	35%[9.22 µM]	.	.	-10%	.
S=C(NCCNCc1ccccc1)NC1CCCCC1	-1.8%	5%	?	-12%	1%	-30%	1%
O=C(NCc1ccco1)c1nc(-c2ccccc2)n(-c2ccccc2)n1	-3.6%	-9%	-12%	-6%	3%[38.3 µM]	-26%[46.1 µM]	-4%
Cc1cccc(N/N=C/c2ccc(O)c(O)c2O)c1	0.6%	-17%	-7%[9.22 µM]	?	.	6%	.
COc1cc2cc(CN(CCN3CCCC3)C(=O)Nc3ccc(F)cc3)c(=O)[nH]c2cc1OC	-0.2%	-12%	-7%	-2%	-2%[38.3 µM]	-2%[46.1 µM]	-7%
OCCNc1nc(Cl)nc(NCc2ccco2)n1	-0.3%	5%	10%[9.22 µM]	-2%	11%	14%	-7%
CCN(CC)S(=O)(=O)c1ccc(Oc2ccccc2OC)cc1	-0.7%	14%	-10%[9.22 µM]	20%	.	18%	.
CC(=O)N(C(C)=O)n1c(/C=C/c2cccc([N+](=O)[O-])c2)nc2ccccc2c1=O	-1.1%	0%	-4%[9.22 µM]	-1%	-3%	-8%	1%
COc1cccc(NC(=O)c2ccc(CN3CCOCC3)cc2)c1	4.4%	7%	-13%[9.22 µM]	3%	-3%[38.3 µM]	-3%[46.1 µM]	-5%
O=C(NC(=S)Nc1ccc(-c2nc3ncccc3o2)cc1)c1ccccc1F	1.2%	5%	11%	3%[11.4 µM]	-20%	-56%	-3%
CSc1nc(N)c2ncn([C@H]3O[C@H](COP(=O)(O)OP(=O)(O)O)[C@@H](O)[C@@H]3O)c2n1	0.4%	-10%[21.7 µM]	.	.	7%	.	-19%
